POLI inh = DNA polymerase iota (human) inhibition. Q9UNA4. Pol iota fluorescent replication assay, 10 min. Potency, µM (series often up to 115 µM), without a hit: top-dose activity, negative = inhibition, actives largely listed as inhibitors. 390,000 compounds, 1% hits. AID 588590; note: potency is the fitted concentration of half-maximal effect
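Pol iota at 10 nM preincubated 15 min with compounds at room temperature; reaction started with fluorescent substrate, 50 nM final. Fluorescence read kinetically at 0 and 10 min; buffer-only wells as negative control.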
ERG Ets-DNA blk = inhibitors of human ERG Ets domain-DNA interaction; P11308; fluorescence polarization, His-ERG Ets domain / labelled DNA; Potency, µM (doses to about 76.9 µM), inactives show top-dose FP activity, negative = inhibition, hits mostly inhibitors; 370,000 compounds, 0.028% hits; active = well fitted inhibition curve with a large enough effect in the polarisation, with a control signal flat; inconclusive = small, poorly fitted or top-dose-only effect, or effect the other way, or a change in a side signal; inactive = no such curve, though single readings can be large or run the other way; the % refers to the polarisation;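 note: polarization taken with two DNA probes labelled with fluorescein and Texas red; potency is the fitted concentration of half-maximal effect; % of control where 0% means no effect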
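His-tagged ERG Ets domain (1 uM in the protein solution; 300mM KCl, 50mM Tris-HCl, 1mM EDTA, 1mM DTT, pH 7.5) received compound, then a probe mix of 5 nM fluorescein-DNA and 100nM Texas-615-DNA. Fluorescence polarization was read for both dyes.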
Pol beta inh = blocks human DNA polymerase beta activity | Pol beta primer extension/strand displacement, fluorescence kinetic | Potency, µM (top dose mostly 114 µM), for the others: at the highest dose activity change, negative = inhibition, actives largely listed as inhibitors | 340,000 compounds, 1.3% hits | AID 485314; note: potency is the fitted concentration of half-maximal effect; % is set by controls: 0 for no effect and ±100 for the full control effect
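10 nM enzyme + cpd, 15 min RT; start with substrate 50 nM final; read 0 min and after 10 min RT. Corrected, normalized data; 4-parameter Hill curve fit.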
Anesthetic bind = binds horse apoferritin like a general anesthetic; P02791; apoferritin/1-aminoanthracene competitive binding, fluorescence; Potency, µM (series often up to 77.5 µM), without a hit: at the top dose activity change, negative = displacement, usual class: inhibitors; 350,000 compounds, 0.074% hits; note: potency is the fitted concentration of half-maximal effect; % is set by controls: 0 for no effect and ±100 for the full control effect; nearly all actives have a fitted effect of over 20% in size
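Apoferritin-based anesthetic binding model; compound displacement of fluorescent 1-AMA measured as endpoint fluorescence after 10 minutes at room temperature, scaled to free-ligand and complex controls.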
BLM helicase inh = inhibitors of human Bloom syndrome helicase BLM; 350,000 compounds, 0.2% hits; Potency, µM (doses to about 56.1 µM), inactives show top-dose activity change, negative = inhibition, actives largely listed as inhibitors; P54132; recombinant BLM DNA unwinding, fluorescence dequenching; AID 2528;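 note: potency is the fitted concentration of half-maximal effect; plate controls were vehicle for no effect and no enzyme for full effect; nearly all actives have a fitted effect of over 35% in size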
ALOX12 inh = inhibitors of human 12S-lipoxygenase ALOX12 | P18054 | purified 12hLO, xylenol orange hydroperoxide absorbance | Potency, µM (titrated, usually from 108 µM), for the others: at the highest dose activity change, negative = inhibition, actives largely listed as inhibitors | 580,000 compounds, 1.1% hits | AID 1671190; note: potency is the fitted concentration of half-maximal effect; % is set by controls: 0 for no effect and ±100 for the full control effect
Target sequence (P18054 whole entry, looked up): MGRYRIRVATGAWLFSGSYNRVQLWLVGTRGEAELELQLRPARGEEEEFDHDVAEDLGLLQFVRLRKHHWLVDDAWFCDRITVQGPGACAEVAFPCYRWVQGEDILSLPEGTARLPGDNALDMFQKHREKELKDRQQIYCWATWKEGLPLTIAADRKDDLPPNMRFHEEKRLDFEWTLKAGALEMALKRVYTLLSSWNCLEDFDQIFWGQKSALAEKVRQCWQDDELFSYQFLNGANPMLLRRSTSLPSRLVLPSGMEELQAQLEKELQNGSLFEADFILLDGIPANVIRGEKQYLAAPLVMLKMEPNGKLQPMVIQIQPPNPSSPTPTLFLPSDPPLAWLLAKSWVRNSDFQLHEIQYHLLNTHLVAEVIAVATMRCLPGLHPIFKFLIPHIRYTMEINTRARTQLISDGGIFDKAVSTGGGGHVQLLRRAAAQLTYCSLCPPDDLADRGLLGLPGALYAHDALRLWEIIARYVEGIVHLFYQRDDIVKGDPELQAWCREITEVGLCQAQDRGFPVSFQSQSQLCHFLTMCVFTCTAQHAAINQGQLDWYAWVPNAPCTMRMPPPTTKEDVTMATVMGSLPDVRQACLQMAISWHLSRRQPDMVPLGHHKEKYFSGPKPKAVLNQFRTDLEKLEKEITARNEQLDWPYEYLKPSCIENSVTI
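Purified human 12hLO at 150 nM in 25 mM Hepes, 0.01% Triton X-100, pH 7.0, preincubated 15 min at room temperature with compound. Reaction started with 40 uM arachidonic acid, 30 min at room temperature. Hydroperoxide measured by Fe-xylenol orange, 573/405 nm absorbance ratio.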
Pol kappa inh = inhibitors of human DNA polymerase kappa | Q9UBT6 | purified Pol kappa, fluorescent DNA synthesis assay, 10 min | Potency, µM (titrated, usually from 107 µM), for inactives: at the top dose activity, negative = inhibition, hits mostly inhibitors | 400,000 compounds, 0.53% hits | AID 588579; note: potency is the fitted concentration of half-maximal effect; % is set by controls: 0 for no effect and ±100 for the full control effect
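10 nM Pol kappa preincubated 15 min at room temperature with compounds, then reaction started with substrate at 50 nM final. Fluorescence read kinetically at 0 and 10 min; buffer-only wells served as negative control.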
TRHR agonist = TRH receptor (human) agonism; P34981; TRHR cells, calcium flux fluo-8, FDSS agonist mode; activation, % at 2 µM; 360,000 compounds, 0.18% hits; AID 493084; in the data active = activation above about 30%; note: 0% is about no effect
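TRHR-expressing cells loaded with fluo-8 calcium dye; 23 nL library compound pin-transferred, kinetic FDSS fluorescence (Ex 480/Em 530) recorded about 180 s for agonist-induced calcium release, before a 10 nM TRH EC20 addition for potentiator mode.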
APE1 inh = inhibitors of human APE1 endonuclease; P27695; recombinant APE1, TAMRA/BHQ-2 abasic DNA cleavage fluorescence; Potency, µM (top dose mostly 65.8 µM), inactives show at the top dose activity change, negative = inhibition, actives largely listed as inhibitors; 350,000 compounds, 0.35% hits; AID 2517;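 note: potency is the fitted concentration of half-maximal effect; plate controls were vehicle for no effect and reference inhibitor for full effect; nearly all actives have a fitted effect of over 55% in size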
Target sequence (P27695 whole entry, looked up): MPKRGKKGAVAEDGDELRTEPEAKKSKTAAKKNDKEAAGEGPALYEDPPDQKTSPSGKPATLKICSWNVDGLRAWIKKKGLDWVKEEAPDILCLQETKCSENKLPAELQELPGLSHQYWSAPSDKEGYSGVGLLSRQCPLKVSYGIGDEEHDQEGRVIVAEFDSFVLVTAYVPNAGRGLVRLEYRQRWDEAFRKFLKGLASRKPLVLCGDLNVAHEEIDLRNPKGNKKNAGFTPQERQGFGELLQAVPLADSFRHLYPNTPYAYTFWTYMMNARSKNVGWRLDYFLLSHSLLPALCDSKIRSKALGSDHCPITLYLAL
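Incision of a quenched TAMRA/BHQ-2 THF abasic-site duplex (50 nM) by 0.75 nM APE1, after 15 min compound preincubation, measured as fluorescence increase over three 60 s reads. Values normalized to buffer, DMSO and NSC13755 control wells.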
Starred values were filed as active, the others as inactive; ? = inconclusive; nt = not tested or not shown; & = joins results of further samples; [ ] = dose if it differs, or a comment. Unless noted, calls come from the whole dose curve; as a rule, active = well fitted curve in the direction sought with a large enough effect; inconclusive = small, poorly fitted or top-dose-only effect, or another doubt; inactive = no such curve, though single readings can be large; an effect the other way counts as inactive or inconclusive.

Values in the order: POLI inh, Anesthetic bind, BLM helicase inh, TRHR agonist, ERG Ets-DNA blk, APE1 inh, Pol kappa inh, ALOX12 inh, Pol beta inh
O=C(C[C@@H]1C/C=C\C[C@H](NC(=O)OCC2c3ccccc3-c3ccccc32)C(=O)OC[C@H]2CCCN2C1=O)N[C@@H](CO)Cc1ccccc1
  -4.1%, nt, nt, nt, 3.9%, -12.5%, 2.7%, -2.6%, nt
O=C(NCCC(c1ccccc1)c1ccccc1)c1cnccn1
  1.4%, -3.4%, -7.8%, 0.0, -4.1%, -2.7%, -12.8%, -11.6%, 1.8%
O=C(NC(=O)c1ccccc1)Nc1ccc(-c2cnco2)cc1
  ?, 1.8%, -12.0%, 0.1, -1.9%, -3.3%, -17.0%, 0.0%, 9.3%
CC(C)(C)C(=O)Nc1ccc2nc(SCC(=O)N3CCOCC3)sc2c1
  21.4%, 0.0%, -3.4%, 0.5, -1.2%, nt, -7.1%, -1.0%, 29.5%
Cc1cc(C)n(C(=O)CCC(=O)Nc2ccc(C)c(C)c2)n1
  3.3%, -12.0%, 2.0%, -0.2, -0.2%, ?, -14.1%, 2.5%, 21.0%
Cc1cc2c(cc1C)-c1c(ssc1=Nc1ccc(S(N)(=O)=O)cc1)C(C)(C)N2
  ?, -21.6%, -8.7%, -0.6, 6.2%, 3.8%, ?, -14.7%, 1.7%
Cc1cc(C)n(CC(=O)Nc2ccc(N3CCOCC3)c(Cl)c2)c(=O)c1C#N
  41.4%[activator], -10.4%, -1.4%, 0.6, 2.3%, 23.6%[12.4 µM], -3.0%, 0.0%, -11.1%
CC(C)NS(=O)(=O)c1cccc2nsnc12
  4.9%, -16.0%, -3.8%, 0.7, -0.1%, 0.7%, -7.2%, 0.0%, 9.7%
CCCc1nnc(SCC(=O)Nc2nccs2)o1
  -4.7%, 0.0%, 0.9%, -0.9, -2.5%, -16.1%, -13.5%, 5.6%, 21.3%
Cc1ccc(S(=O)(=O)N2[C@@H](c3ccc(F)cc3)C(C(=O)O)=CC[C@H]2c2ccc(C(C)C)cc2)cc1
  ?, nt, nt, -0.2, -12.1%, -5.9%, -27.9%, ?, nt
CN1CCN(c2nc3c(c(=O)n(C)c(=O)n3C)n2Cc2ccc(Cl)cc2)CC1
  21.5%, -5.7%, 1.7%, -0.1, -10.2%, 5.9%, -2.1%, 4.0%, 13.8%
CCOC(=O)C1=C(Nc2ccccc2)CC(C)(O)C(C(=O)OCC)C1c1ccc(Br)cc1 (stereo not drawn)
  -18.3%, 4.2%, -5.4%, 0.0, nt, 4.0%, -7.4%, -3.0%, 2.6%
Cc1[nH]c2ccccc2c1C(c1ccncc1)N1CCN(c2ccccc2F)CC1 (stereo not drawn)
  24.2%, -13.6%, -12.8%, 0.8, 7.5%, 10.1%, 8.9%, -9.8%, -0.4%
C#Cc1cccc(Nc2ncnc3cc(OC)c(OC)cc23)c1
  nt, -10.0%, nt, nt, nt, -3.4%, 6.4%[19.4 µM], ?, nt
Cc1nc(-c2ccc(Br)cc2)ccc1C(=O)O
  0.5%, -8.2%, 0.4%, 0.1, 9.3%, 2.4%, -17.7%, 3.5%, 27.7%

The last 2 records of the part before come first, to join the parts:
Values in the order: POLI inh, Anesthetic bind, BLM helicase inh, TRHR agonist, ERG Ets-DNA blk, APE1 inh, Pol kappa inh, ALOX12 inh, Pol beta inh
C#Cc1cccc(Nc2ncnc3cc(OC)c(OC)cc23)c1
  nt, -10.0%, nt, nt, nt, -3.4%, 6.4%[19.4 µM], ?, nt
Cc1nc(-c2ccc(Br)cc2)ccc1C(=O)O
  0.5%, -8.2%, 0.4%, 0.1, 9.3%, 2.4%, -17.7%, 3.5%, 27.7%
COC(=O)c1cc(Br)ccc1NC(=O)Nc1ccc(C)cc1
  24.8%, nt, nt, nt, 4.4%, nt, -0.9%, 0.0%, nt
CN(C(=O)COC(=O)c1ccc(Cl)c(S(=O)(=O)N2CCCCC2)c1)C1(C#N)CCCCC1
  11.8%, nt, nt, 1.7, 7.6%, -14.2%, 10.0%, 334.0%[activator], nt
Cc1csc(NC(=O)c2ccc[nH]c2=O)n1
  -21.4%, -12.1%, -5.9%, 0.1, -1.5%, 14.1%, -9.5%, ?, 29.1%
CCOc1ccc(NC(=O)c2cccc(S(=O)(=O)Nc3c(C)n(C)n(-c4ccccc4)c3=O)c2)cc1
  -19.5%, nt, nt, nt, -8.1%, nt, 8.5%, 0.0%, nt
COc1ccc(S(=O)(=O)Nc2ccc3c(c2)n(C)c(=O)n3C)cc1OC
  -23.5%, -1.1%, -5.5%, -0.7, 2.2%, -5.1%, -5.1%, -2.4%, 4.3%
CC1(C)Nc2ccccc2N(Cc2ccc([N+](=O)[O-])cc2)C1=O
  29.4%, -17.6%, -4.0%, 0.1, -7.9%, -5.4%, -15.0%, -11.8%, 15.3%
CCOC(=O)c1ccccc1NC(=O)Cn1c(=O)n(CCC(=O)N2CCc3ccccc3C2)c(=O)c2ccccc21
  -13.5%, -11.2%, -5.7%, 1.5, -1.3%, nt, 0.5%, 0.0%, -16.8%
CC(=O)c1c(C)[nH]c(C(=O)NCc2ccccc2)c1C
  4.7%, -11.1%, 0.3%, -0.6, -4.6%, -1.7%, -4.3%, 127.2%[activator], 16.7%
C=Cn1cc[n+](CC(=O)c2cc(C(C)(C)C)c(O)c(C(C)(C)C)c2)c1
  21.5%, -21.3%, 3.2%, 1.9, 3.6%, 0.4%, -6.1%, 14.9%, 32.4%
COc1ccccc1/C=C/C(=O)NC(=S)NCC1CCCO1 (stereo not drawn)
  122.2%[activator], -14.5%, -4.7%, -1.6, 35.6%[activator], -3.0%, -18.4%, 39.8µM*, 2.4%
Oc1c(N=NC(=S)Nc2ccccc2F)c2ccccc2n1Cc1ccccc1
  15.0%, -8.6%, -7.0%, 0.3, 10.5%, -2.6%, -2.8%, -13.5%, -3.0%
Cc1ccc(C)c(OCc2cc(C(=O)N3CC[C@@H]4CCCC[C@H]4C3)no2)c1
  22.9%, -14.1%, -7.8%, 0.8, -11.4%, 17.3%, -14.8%, 19.2%, -16.5%
CC1=C(C(=O)OC2CCCC2)C(c2coc3ccccc3c2=O)C2=C(CC(C)(C)CC2=O)N1 (stereo not drawn)
  -4.6%, 2.8%, -11.3%, -0.4, 0.5%, -0.1%, 3.4%, -8.9%, -3.2%
Cc1n[nH]c(C)c1CCCCOc1ccc([N+](=O)[O-])cc1
  5.3%, -21.3%, -0.9%, 0.1, -1.9%, -13.1%, -2.4%, -15.8%, 21.0%
O=C(CSc1ccsc1[N+](=O)[O-])Nc1cc(F)ccc1F
  ?, ?, ?, -1.9, -0.1%, 1.4%, 25.1µM*, ?, 12.6µM*
COc1ccc(NC(=O)CNC(=O)C2CCCCC2)cc1
  9.4%, -10.6%, -6.7%, 0.7, -0.9%, 7.6%, -15.8%, 9.1%, 27.2%
CNS(=O)(=O)c1cc(O)c2c(S(=O)(=O)NC)cccc2c1
  ?, 4.7%, -1.9%, 0.3, -4.5%, -3.1%, 2.7%, -13.9%, -2.3%
Nc1ccc(C(=O)Nc2ccc(NC(=O)c3ccco3)c(O)c2)cc1
  -3.1%, 1.6%, -0.6%, -2.7, -3.1%, 9.2%, 4.0%, 8.6%, 1.5%
CC1(C)CC(n2c(NCCO)nc3c(c2=O)C2(CCCC2)Cc2ccccc2-3)CCO1 (stereo not drawn)
  6.4%, -18.7%, -10.1%, 0.0, nt, -5.1%, -9.4%, -17.0%&5.5%, -12.7%
Cc1occc1-c1nnc(SCC(=O)N2CCN(c3ccccc3F)CC2)n1C
  nt, -12.2%, 3.8%, -0.5, nt, ?, nt, -0.5%, 12.3%
CCc1nnc(NS(=O)(=O)c2ccc(NC(=S)NC(=O)c3cccs3)cc2)s1
  ?, -12.1%, -1.7%, -0.6, -12.5%, 2.1%, -5.0%, 22.4µM*, -13.3%
CC(C)c1ccc(OCC(=O)Nc2ccc(OC(F)(F)F)cc2)cc1
  4.2%, -8.1%, -14.2%, 0.5, -4.1%, -2.4%, -25.1%, 8.3%, 19.3%[57.1 µM]
CCCC(=O)NC(c1ccccc1Cl)c1ccc2cccnc2c1O (stereo not drawn)
  -5.4%, -17.4%, -2.7%, -0.7, 6.7%, 6.5%, -19.2%, -4.8%, ?
Cc1ccccc1-c1ccc2ncnc(N3CCOCC3)c2c1
  nt, nt, -3.2%, nt, nt, -1.4%, 0.0%[60.1 µM], ?, nt
Cc1cccc(-n2cc[nH]c2=S)c1
  -15.2%, -9.1%, 2.6%, 0.0, -12.1%, 21.2%, -5.3%, -11.6%, 28.0%
Cc1cc(C(=O)COc2cc(F)ccc2[N+](=O)[O-])c(C)n1C1CC1
  1.9%, ?, -7.4%, 0.0, -8.5%, 0.9%, 0.0%, -8.8%, 3.4%
COc1ccccc1NC(=O)c1[nH]c(C)c(C(C)=O)c1C
  9.7%, -2.1%, -0.1%, -0.6, 1.2%, 5.4%, -19.2%, 8.4%&26.0%, 41.1%
CCCCn1c(NC(=O)c2ccc(Br)o2)c(S(=O)(=O)c2ccccc2)c2nc3ccccc3nc21
  21.1%, 3.3%, -2.0%, 0.0, -2.9%, -10.3%, -5.7%, ?, 35.5%
CCOC(=O)CCC(=O)Nc1ccc(S(=O)(=O)Nc2cc(OC)nc(OC)n2)cc1
  8.6%, -11.4%, -3.3%, 0.2, -3.4%, 29.6%, -16.5%, 0.0%, 30.9%

Assay outcomes: PubChem, National Center for Advancing Translational Sciences (NCATS)

A portion of the library. The share of hits here may be higher or lower than overall.
